PP5 inh: blocks human protein phosphatase 5 activity; inhibition, % at 6.7 µM; AID 1987; 0.18% of 320,000 active; P53041; purified PP5c, OMFP substrate fluorescence;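 active means inhibition above the campaign's mean inhibition across all tested compounds plus 3 SD, cut at about 9.5% in these data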;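 further: 0% = DMSO only and 100% = 100 µM cantharidin control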
Target sequence (P53041 whole entry, looked up): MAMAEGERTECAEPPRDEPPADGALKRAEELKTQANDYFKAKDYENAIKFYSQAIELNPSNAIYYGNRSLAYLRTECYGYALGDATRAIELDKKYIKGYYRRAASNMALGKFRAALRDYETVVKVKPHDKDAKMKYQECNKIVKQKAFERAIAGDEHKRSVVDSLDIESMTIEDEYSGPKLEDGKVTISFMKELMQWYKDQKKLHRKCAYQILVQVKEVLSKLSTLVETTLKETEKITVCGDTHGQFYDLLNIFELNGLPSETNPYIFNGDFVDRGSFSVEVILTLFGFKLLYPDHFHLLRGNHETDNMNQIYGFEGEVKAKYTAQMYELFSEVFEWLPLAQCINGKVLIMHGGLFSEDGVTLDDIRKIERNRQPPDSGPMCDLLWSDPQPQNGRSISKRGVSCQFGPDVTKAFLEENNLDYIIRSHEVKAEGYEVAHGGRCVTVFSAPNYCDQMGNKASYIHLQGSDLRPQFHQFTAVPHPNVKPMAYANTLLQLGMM
proCasp3 act: activators of human procaspase-3; P42574; recombinant procaspase-3 D3A, Ac-DEVD-pNA absorbance 405 nm; activation, % at 8.5 µM; 0.11% of 330,000 active; AID 463141;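 active means activation above the mean of all tested compounds plus 3 SD, cut at about 21% in these data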;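 further: 0% = DMSO alone and 100% = DMSO wells spiked with extra 5 µM PC-3 D3A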
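Assay system: Procaspase-3 D3A mutant, all three cleavage aspartates alanine. Buffer or medium: Zinc-free HEPES saline buffer with Triton X-100. Times: 1 h compound preincubation, 2 h substrate hydrolysis at 25 °C. Measured by: 405 nm absorbance of p-nitroaniline, reads at 0 and 120 min. Read-out basis: percent activation relative to control range. Replicates: singlicate.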
proCasp7 act: counter-screen: procaspase-7 (human) activation; AID 463210; recombinant procaspase-7, Ac-DEVD-pNA absorbance 405 nm; D23A/D198A/D206A triple mutant, cannot self-cleave; scale: DMSO 0, 5 µM enzyme 100; activation, % at 8.5 µM; P55210; 0.093% of 330,000 active;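 active means percent activation above the screen-wide mean plus 3 SD, cut at about 25% in these data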
Target sequence (P55210 whole entry D23A/D198A/D206A): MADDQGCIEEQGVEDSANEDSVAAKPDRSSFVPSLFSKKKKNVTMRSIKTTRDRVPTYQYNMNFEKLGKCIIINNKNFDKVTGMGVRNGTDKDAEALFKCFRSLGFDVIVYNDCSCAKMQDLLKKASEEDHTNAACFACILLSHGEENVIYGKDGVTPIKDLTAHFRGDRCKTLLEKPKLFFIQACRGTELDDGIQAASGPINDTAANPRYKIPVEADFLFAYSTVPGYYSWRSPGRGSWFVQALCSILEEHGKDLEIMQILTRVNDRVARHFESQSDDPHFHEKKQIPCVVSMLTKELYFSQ
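Assay system: Uncleavable procaspase-7 mutant enzyme; Input: 2 µM procaspase-7 mutant as dispensed; Also added: DEVD-pNA substrate; Medium: Zinc-free HEPES pH 7.4 with 300 mM NaCl, 0.01% Triton X-100; Timing: 1 h compound preincubation, 2 h substrate cleavage, 25 °C; Measured by: Epi-absorbance of released pNA at 405 nm, two timepoints.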
Fh CTSL1 inh: blocks F. hepatica cathepsin L1 in PFM18AAP counter-screen; 0.49% of 300,000 active; inhibition, % at 5.96 µM; recombinant F. hepatica cathepsin L1, Z-Leu-Arg-MCA fluorescence;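 active means inhibition above the mean of all tested compounds plus 3 SD, set per screening campaign, cut at about 17% in these data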;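 further: 0% = plate median of test compound wells and 100% = 1 µM Z-Phe-Ala-diazomethylketone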
PP1 counter: PP1-alpha (human) inhibition in PP5 counter-screen. 0.9% of 320,000 active. P62136. purified PP1alpha, OMFP fluorescence. inhibition, % at 6.7 µM;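 active means inhibition above the mean inhibition of all tested compounds plus 3 SD, computed separately for each screening campaign, cut at about 15% in these data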
GASC-1 inh: human JMJD2C demethylase inhibition | Q9H3R0 | GST-JMJD2C(1-420) H3K9me3 demethylation, DELFIA europium | inhibition, % at 2.35 µM | 0.069% of 330,000 active | AID 2099;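 active means more than half of a compound's replicate wells show inhibition beyond 50%, single wells judged on their own value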;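 further: signal counts dimethyl H3K9 product captured on neutravidin plate; 0% = median of DMSO wells and 100% = 0.3 times that DMSO median; strong numbers were not always called active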
Efflux pump inh: antifungal efflux pump inhibition, Nile Red retention; inhibition, % at 10 µM; S. cerevisiae Candida pump triplex; AID 485275; 0.44% of 330,000 active;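 active means plate passing quality check with inhibition over a set limit, or well fluorescence over plate mean plus 4 SD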;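 further: Nile Red retained in pooled yeast measured as flow cytometry median fluorescence; 0% = buffer negative control and 100% = Enniatin B positive control; higher means more Nile Red kept so more efflux inhibition; some compounds called inactive have numbers as strong as hits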
TPT1 inh: C. albicans TPT1 enzyme inhibition | recombinant caTPT1, FP RNA substrate dephosphorylation | inhibition, % at 5 µM | 0.81% of 300,000 active;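 active means inhibition above the mean of all tested compounds plus 3 SD, set per screening campaign, cut at about 24% in these data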;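 further: plate controls were DMSO alone for no effect and ferristatin control at 100 nM for full effect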
HCV core dimer: blocks dimerization of HCV core protein; TR-FRET GST/Flag-core106 dimerization, 1536-well; inhibition, % at 5 µM; 0.33% of 300,000 active; AID 1899;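 active means inhibition above the mean of all tested compounds plus 3 SD, set per screening campaign, cut at about 45% in these data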
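System – GST-tagged and Flag-tagged HCV core protein residues 1-106 · Repeats – one well for each compound · Technique – TR-FRET 671 and 617 nm emission · Doses – one concentration, 5 µM, in 0.5% DMSO · Times – 4 h, 22.5 °C incubation · Also added – Eu donor and XL665 acceptor anti-tag antibodies · Measure – percent inhibition of core106 dimerization signal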
* = called active by the depositor; · = no result given.

No.	Structure	TPT1 inh	proCasp7 act	Fh CTSL1 inh	GASC-1 inh	proCasp3 act	PP5 inh	PP1 counter	HCV core dimer	Efflux pump inh
1	CCOC(=O)N1CCC(N2Cc3cccc(C(=O)NCC4CCN(CC(C)C)C4)c3C2=O)CC1 (stereo unspecified)	0.1	11.5	3.1	-5.5	0.5	-1.2	-3.6	5.9	0.0
2	Cc1ccc2nc(N3C(=O)C(O)=C(C(=O)c4ccc(C)o4)C3c3ccco3)sc2c1 (stereo unspecified)	·	-62.8	·	-10.0	-15.5	4.6	15.8*	·	0.1
3	COc1ccc(NC(=S)N2CCCN(Cc3cc(C)ccc3C)C2)cc1	-0.9	-5.3	3.1	-3.0	-1.2	3.9	-5.8	0.8	-0.1
4	CSc1ncccc1C(=O)OCC(=O)NC1CCCc2ccccc21 (stereo unspecified)	·	-3.7	·	3.1	1.3	·	·	·	0.1
5	CCS(=O)(=O)/N=C(\N)c1ccccc1	-0.2	-6.1	-7.7	77.9	-0.9	1.5	-5.0	5.2	0.6
6	CN(C)C(=O)CSC1c2ccccc2C(=O)N1c1ccccc1 (stereo unspecified)	-2.3	3.0	-2.8	2.9	3.4	0.9	1.3	-3.7	-0.4
7	Cc1ccc(C(=O)OCc2nnc(-c3ccccc3)o2)o1	-1.6	0.8	1.0	18.9	6.7	1.7	0.8	-2.4	0.1
8	O=S(=O)(c1cccc(-c2nnc3n2CCCCC3)c1)N1CCOCC1	0.7	-2.0	1.3	5.2	5.3	2.5	-3.6	1.0	0.1
9	O=C(N1CCCCC1)C12CC3CC(C1)CC(C(=O)N1CCCCC1)(C3)C2	1.8	17.9	-18.3	1.5	-0.1	0.9	2.5	4.0	0.0
10	Cc1ccc(/C=C(/NC(=O)c2ccccc2)C(=O)NCCc2c[nH]c3ccccc23)o1	1.0	-8.1	-0.5	7.5	1.7	3.6	0.9	1.4	-0.1
11	O=C(c1ccc(Cl)cc1)N(Cc1ccccc1F)N1C(=O)CCCC1=O	0.3	1.2	0.1	-0.2	-0.1	-0.1	-1.9	-0.1	0.0
12	Cc1nn(-c2ccccc2)c(Cl)c1C(=O)NC1CCCCC1	2.3	-1.4	3.7	-23.8	-5.0	-0.5	-1.7	1.8	0.0
13	CC(=O)N/C(=C\c1ccccc1)C(=O)OC(C)C(=O)N(C)c1ccccc1 (stereo unspecified)	-1.1	4.4	-4.2	5.4	-10.8	-1.9	-6.4	-3.3	0.1
14	Cc1ccc(NC(=O)COC(=O)C2C3CC4OC(=O)C2C4C3)cc1Cl (stereo unspecified)	-1.9	16.7	-5.3	11.5	-4.0	1.2	-2.8	-8.6	0.0
15	O=C(NC(=S)Nc1ccc(S(=O)(=O)Nc2ncccn2)cc1)c1ccc(Br)cc1	-3.4	-8.1	6.7	-1.7	-4.7	-1.9	0.2	0.2	0.0
16	C=CCN1c2ccccc2[C@]23C[C@@H](C(=O)OC)N(C(=O)c4cc(C)oc4C)C2=NC(C(=O)OC)=C(C(=O)OC)[C@H]13	2.2	0.1	0.2	2.8	1.5	0.1	-2.5	14.7	0.0
17	CC1CN(S(=O)(=O)c2ccc(C(=O)O)cc2)CC(C)O1 (stereo unspecified)	-1.4	-3.1	-7.2	1.8	-3.1	-0.1	-0.2	-2.2	0.0
18	Cc1ccccc1NC(=O)c1cc([N+](=O)[O-])ccc1NCCN1C(=O)CCC1=O	0.2	3.6	-0.4	6.0	-4.0	-2.1	-2.6	7.1	0.2
19	COc1cc([N+](=O)[O-])cc2cc(C(=O)NC(C)(C)C)c(=O)oc12	0.5	19.3	-2.1	17.3	21.1	0.8	-2.9	-9.2	0.2
20	Cc1ccc(C(=O)Nc2cccc(C(=O)NC3CCCC3)c2)cc1	-1.2	12.0	0.3	14.0	0.5	0.1	0.6	1.2	0.1
21	CCn1c(CNC(=O)c2ccccc2F)nnc1SCC(=O)NC1CCCCC1	1.0	0.4	0.2	20.6	7.2	1.5	0.8	2.0	-0.2
22	COC(=O)c1ccc(COc2ccccc2/C=N/NS(=O)(=O)c2ccccc2)cc1	3.0	-2.3	0.8	3.1	-1.2	4.3	-5.2	9.4	0.4
23	O=C(O)/C=C/C(=O)NCCc1cccc(Cl)c1	-1.2	-4.8	-1.2	-2.3	0.2	-0.6	-3.5	-1.8	0.0
24	Cc1ccc(C(=O)C2=C(O)C(=O)N(Cc3cccnc3)C2c2ccc(N(C)C)cc2)o1 (stereo unspecified)	0.4	-20.6	2.2	4.1	-4.9	-1.1	3.6	5.5	-0.4
25	Cc1nc(C(C)(C)O)n(-c2ccccc2)n1	-5.8	-1.6	0.9	34.4	-6.3	-1.0	-4.4	-0.1	0.1

Laid out differently: 2 of the compounds above
[6] CN(C)C(=O)CSC1c2ccccc2C(=O)N1c1ccccc1 (stereo unspecified)
[22] COC(=O)c1ccc(COc2ccccc2/C=N/NS(=O)(=O)c2ccccc2)cc1

| assay / entry | 6 | 22 |
| --- | --- | --- |
| TPT1 inh | -2.3 | 3.0 |
| proCasp7 act | 3.0 | -2.3 |
| Fh CTSL1 inh | -2.8 | 0.8 |
| GASC-1 inh | 2.9 | 3.1 |
| proCasp3 act | 3.4 | -1.2 |
| PP5 inh | 0.9 | 4.3 |
| PP1 counter | 1.3 | -5.2 |
| HCV core dimer | -3.7 | 9.4 |
| Efflux pump inh | -0.4 | 0.4 |

Further compounds:
No.	Structure	TPT1 inh	proCasp7 act	Fh CTSL1 inh	GASC-1 inh	proCasp3 act	PP5 inh	PP1 counter	HCV core dimer	Efflux pump inh
26	CC(C)(C)C(=O)Nc1ccccc1C(=O)NCc1ccco1	-1.4	8.2	-1.9	0.2	6.0	0.9	-4.4	-1.5	-0.1
27	CC1Cc2ccccc2N1C(=O)Cn1c(=O)cc(O)c2ccccc21 (stereo unspecified)	2.1	2.4	0.0	-0.5	-8.9	4.3	-1.7	6.4	0.2
28	O=C(Nc1ccccc1N1CCCCC1)c1ccc(OC(F)F)cc1	2.4	3.3	0.3	-15.5	4.2	2.2	2.6	1.1	0.0
29	CCN(CC(=O)NCc1ccc(Cl)cc1)C(=O)/C=C/c1ccco1	-1.1	6.6	-0.6	2.8	-0.8	0.0	0.8	-0.6	-0.1
30	O=C(N=C1SCC(=O)N1c1ccccc1Cl)c1ccco1	6.3	-18.1	0.7	-7.0	-5.3	2.7	-4.4	-1.4	0.1
31	COC(=O)c1c(NC(=O)C2CC2)sc2c1CCCC2	-1.2	-3.1	1.0	1.9	6.7	1.1	-0.3	-4.1	-0.1
32	Cn1cncc1C#Cc1ccc2c(=O)c3ccccc3oc2c1	·	-12.1	·	15.0	-2.8	·	·	·	-0.1
33	Cc1ccc(S(=O)(=O)NNC(=O)Nc2ccc(C)c(C)c2)c(C)c1	2.0	4.3	0.1	-0.3	-3.3	0.7	-3.6	0.2	0.0
34	COC(=O)c1ccc(NS(=O)(=O)N(C)C)cc1	-2.9	3.5	0.5	7.9	3.6	2.5	-1.4	-1.0	0.1
35	COc1c(/C=N/NC(=O)c2ccncc2)c(CCN(C)C(C)=O)cc2c1OCO2	0.0	3.9	1.2	14.6	4.5	2.6	-2.0	-5.7	0.0
36	O=[N+]([O-])c1cc(-c2csc(NCCc3nc4cc(C(F)(F)F)ccc4n3CCCO)n2)ccc1Cl	-0.2	-2.7	3.4	-7.5	2.2	3.5	5.2	18.7	-0.1
37	CC(=O)Nc1ccc(NC(=O)CSc2nnc(-c3cc4ccccc4o3)n2C)cc1	1.6	8.5	-5.2	8.0	-1.8	-0.3	-0.7	13.1	0.1
38	CC(C)c1ccc(CN2CC(C(=O)Nc3ccccc3)CC2=O)cc1 (stereo unspecified)	-2.4	-9.6	-1.7	-10.1	-6.5	2.8	2.5	-5.6	0.0
39	CCOc1ccc(-n2cnnn2)cc1S(=O)(=O)N1CCCCC1	-2.1	-5.7	-0.1	5.0	8.7	-0.6	-3.5	-7.6	-0.2
40	COc1ccc(C(CNC(=O)c2cccc(S(=O)(=O)N3CCc4ccccc43)c2)N(C)C)cc1 (stereo unspecified)	·	16.1	·	-11.8	4.6	·	·	·	-0.2
41	CCN1CCN(C(=O)CNC(=O)c2nn(-c3ccc(OC)cc3)c(=O)c3ccccc23)CC1	-0.3	0.0	1.7	-1.3	2.8	-1.1	-2.3	-2.4	-0.2
42	Cc1cccc(/C=N/n2c(-c3ccccc3)n[nH]c2=S)c1O	1.0	-18.4	2.4	-1.7	-12.5	1.0	-0.6	7.5	0.0
43	CCN(CC)S(=O)(=O)c1ccc2[nH]c(=O)cc(C(=O)Nc3ccccc3N3CCCC3)c2c1	5.3	-12.6	-0.6	-17.0	-2.9	3.3	-4.3	-1.9	0.6
44	CNc1cc(CSC)nc(SCc2ccc(Cl)c(Cl)c2)n1	-5.4	-1.9	-2.7	2.5	1.6	6.1	25.4*	0.4	-0.1
45	CCCn1c(-c2cccs2)nc2ccccc21	-4.1	-5.8	-4.2	-6.2	-3.8	0.9	5.1	3.5	0.3
46	CCc1nc2ccc(Cc3ccc4nc(CC)[nH]c4c3)cc2[nH]1	-0.3	-3.9	-22.9	-14.6	3.4	-0.3	0.1	1.4	0.1
47	CCCCN(CC)Cc1ccc(CNC(=O)Nc2ccccc2)o1	-1.1	-0.6	1.4	13.4	-4.0	-2.5	-6.4	3.3	-0.1
48	COc1ccc(Cl)cc1NC(=O)NCCN1CCNC1=O	-2.4	13.5	-3.5	4.6	8.1	-2.0	-2.0	-2.0	-0.1
49	CCOC(=O)CN1C(=O)/C(=C/c2ccc(Cl)cc2)Oc2ccccc21	-2.0	-7.9	-5.1	-1.9	-1.1	2.8	-0.9	10.5	0.0
50	NNC(=S)NCc1cccnc1	-5.1	0.7	-0.6	3.5	0.7	0.2	0.6	0.6	-0.1
51	[S-]C(=Nc1ccc(Cl)cc1)N[n+]1ccccc1	0.4	-27.2	-2.7	4.1	-17.2	-1.2	-1.0	-3.2	0.1
52	O=C(Cn1cc(SCc2ccc(F)cc2)c2ccccc21)N1CCOCC1	0.7	2.2	-0.1	0.6	-2.2	6.1	-1.0	-6.9	0.1
